High-throughput results (PubChem)
STEP block: STEP (human) phosphatase inhibition; inhibition, % at 20 µM; actives 0.25% (n = 360,000); recombinant STEP, OMFP fluorogenic substrate, fluorescence; AID 588621;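 active = inhibition at 20 µM, scaled per plate between control wells, above about 37%, limit read from the data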;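 note: 0% = DMSO with enzyme and substrate and 100% = substrate only without enzyme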
Target sequence (P54829 whole entry, looked up): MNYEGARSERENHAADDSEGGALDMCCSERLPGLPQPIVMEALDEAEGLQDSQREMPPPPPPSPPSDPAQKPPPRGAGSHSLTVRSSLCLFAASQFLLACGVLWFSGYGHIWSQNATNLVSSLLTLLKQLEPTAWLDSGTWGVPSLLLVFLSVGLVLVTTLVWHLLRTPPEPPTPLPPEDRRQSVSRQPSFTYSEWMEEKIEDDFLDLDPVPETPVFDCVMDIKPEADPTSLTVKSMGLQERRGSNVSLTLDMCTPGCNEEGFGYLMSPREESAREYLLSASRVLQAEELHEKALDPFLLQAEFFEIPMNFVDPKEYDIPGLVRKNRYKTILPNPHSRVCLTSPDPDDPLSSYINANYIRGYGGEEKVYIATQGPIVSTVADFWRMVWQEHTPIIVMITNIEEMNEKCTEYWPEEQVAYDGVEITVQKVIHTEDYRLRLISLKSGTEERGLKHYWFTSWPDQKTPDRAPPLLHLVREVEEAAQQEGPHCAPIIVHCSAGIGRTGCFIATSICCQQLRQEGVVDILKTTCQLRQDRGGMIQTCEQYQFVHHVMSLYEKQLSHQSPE
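Also added – OMFP at 25 µM · Test system – STEP tyrosine phosphatase · Technique – FITC-channel fluorescence of OMFP product · Schedule – 20 min at room temperature, dark · Evaluation – control-normalized % inhibition with plate pattern correction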
DNMT1 inh: DNMT1 (human) enzyme inhibition; DNMT1 molecular beacon, Hinp1I cleavage, fluorescence; P26358; inhibition (reported as % activation of signal), % at 10 µM; actives 0.83% (n = 360,000); in the data active = inhibition above about 50%
Rpn11 inh: Rpn11 (human) deubiquitinase inhibition | AID 588493 | O00487 | calls only at 20 µM | human 26S proteasome, Ub4-pepOG fluorescence polarization; 20S core pre-blocked with epoxomicin | actives 0.59% (n = 360,000);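 active = inhibition at 20 µM, scaled to each plate's controls, above about 33%, limit read from the data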
Scp1 inh: Scp-1 (human) phosphatase inhibition; inhibition, % at 20 µM; Q9GZU7; actives 0.88% (n = 340,000); Recombinant Scp1, phosphopeptide, malachite green phosphate absorbance; AID 493091;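 active = inhibition above about 50% at 20 µM, limit read from the data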;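 note: plate controls were DMSO wells with enzyme for no effect and wells lacking enzyme for full effect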
Target sequence (Q9GZU7 76-261 limits assumed): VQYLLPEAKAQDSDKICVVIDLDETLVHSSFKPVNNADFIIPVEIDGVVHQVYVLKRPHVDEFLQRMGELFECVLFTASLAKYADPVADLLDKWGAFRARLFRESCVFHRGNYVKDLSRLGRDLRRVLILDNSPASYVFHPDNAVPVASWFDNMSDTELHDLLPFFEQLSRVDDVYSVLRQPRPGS
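Assay system: SCP-1 catalytic fragment, aa 76-261 | Buffer or medium: Tris acetate buffer pH 5.5 with MgCl2 and Tween-20 | Compound: One concentration, 20 µM, with 1.0% DMSO | Also added: Phospho 17-mer peptide substrate | Signal: Absorbance at 630 nm | Incubation: 45 min enzyme reaction at room temperature | Measure: % inhibition of SCP-1 phosphate liberation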
Rin1 Abl inh: blocks binding of human Rin1 to Abl; TR-FRET Rin1/Abl binding, biochemical; AID 588664; actives 0.4% (n = 360,000); inhibition, % at 7.35 µM; in the data active = inhibition above about 5%, passing the limit was not always enough
LMPTP block: blocks human LMPTP phosphatase; recombinant LMPTP-A, OMFP fluorogenic substrate, fluorescence intensity; inhibition, % at 20 µM; actives 0.22% (n = 360,000); AID 651560;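 active = compounds that cut the enzyme signal by at least half of the control window in the single-dose screen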;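 note: plate controls were DMSO wells with enzyme plus substrate for no effect and substrate without enzyme for full effect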
Target sequence (P24666 whole entry, looked up): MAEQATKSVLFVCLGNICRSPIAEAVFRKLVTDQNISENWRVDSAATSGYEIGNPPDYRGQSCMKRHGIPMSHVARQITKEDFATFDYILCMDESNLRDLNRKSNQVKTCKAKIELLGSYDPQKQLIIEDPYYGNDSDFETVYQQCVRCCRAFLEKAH
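Material: LMPTP-A; amount: 0.625 nM enzyme; doses: single 20 µM dose; times: reaction 50 min, room temperature, dark; technique: fluorescence intensity of OMFP turnover product; benchmarks: no-enzyme and uninhibited controls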
NadD inh: blocks S. aureus nicotinate mononucleotide adenylyltransferase; purified NadD enzyme, colorimetric absorbance read-out; inhibition, % at 20 µM; actives 0.78% (n = 360,000); in the data active = inhibition above about 26%; note: some compounds past the cut are filed as inactive
Neddyl block: inhibitors of human cullin neddylation | P61081+Q13564 | TR-FRET cullin neddylation, biochemical | calls only at 25 µM | actives 0.58% (n = 360,000) | AID 651699; in the data active = inhibition above about 36%
SUMO1 PPI mod: alters human SUMO1 binding to SIM partners; inhibition, % at 20 µM; SUMO1 binding to a labelled peptide, TR-FRET, 1 h; P63165; actives 0.33% (n = 360,000); in the data active = inhibition above about 37%
Target sequence (P63165 whole entry, looked up): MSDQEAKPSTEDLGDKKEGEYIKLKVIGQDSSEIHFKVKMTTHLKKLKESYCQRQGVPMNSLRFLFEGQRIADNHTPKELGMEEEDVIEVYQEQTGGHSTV
CSN inh: blocks human CSN-mediated cullin deneddylation. Q92905. Purified CSN, SCF-Nedd8-OG deneddylation, fluorescence polarization. inhibition, % at 12.5 µM. actives 0.38% (n = 360,000);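 active = pattern-corrected inhibition above about 35%, with an unprinted fluorescence ratio check between 0.5 and 1.5, limit read from the data, passing the limit was not always enough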;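 note: 0% = enzyme with substrate and 100% = substrate without enzyme; some results filed as inactive read as strong as hits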
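Detection – fluorescence polarization · System – HEK293T-derived human Csn5 enzyme · Controls – substrate-only high control, full reaction low control · Timing – 90 min, room temperature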
Numbers without * were called inactive; i = inactive; · = not tested or not shown.

cpd	structure	STEP block	DNMT1 inh	Rpn11 inh	Scp1 inh	Rin1 Abl inh
1	Cc1ccc(C(=O)C(C)OC(=O)c2nc(Cl)ccc2Cl)cc1 (stereo not drawn)	0	3	i	4	1
2	Cc1ccc(C)c(CSc2nnc(CCN)o2)c1	-2	0	i	-13	0
3	Cc1cccc(CC(=O)NC2CCS(=O)(=O)C2)c1 (stereo not drawn)	-1	1	i	-7	5
4	CS(=O)(=O)c1[nH]nc(-c2ccccc2)c1C#N	4	-1	i	-5	-1
5	O=C(COC(=O)c1ccccc1F)NC1CC1	-3	0	i	-4	3
6	CC1CCc2c(sc(NC(=O)C3=COCCO3)c2C(N)=O)C1 (stereo not drawn)	1	-3	i	-5	-1
7	CCc1ccc(/C=N/NC(=O)c2ccccn2)cc1	0	6	i	5	0
8	COc1ccc(Cc2nnc(NC(=O)c3cccs3)s2)cc1OC	3	1	i	-3	-2
9	COc1ccccc1NS(=O)(=O)c1cc(C(=O)NCc2ccco2)ccc1C	2	-1	i	3	0
10	O=C(NCCCN1CCOCC1)c1cc(-c2ccc3c(c2)OCO3)nc2ccccc12	-1	-4	i	-3	-1
11	COc1ccc(OC)c(CCNC(=O)c2cccc(NC(=O)C3=C(C)OCCS3)c2)c1	0	-3	i	-9	8
12	CCC(=O)Nc1nnc(Cc2ccccc2)s1	-4	0	i	-6	0

cpd	LMPTP block	NadD inh	Neddyl block	SUMO1 PPI mod	CSN inh
1	-0.3	-8	i	3	-4
2	-1.9	-6	i	0	0
3	-0.3	-2	i	1	-3
4	-2.8	-4	i	1	-3
5	-0.2	1	i	1	-3
6	-0.1	-3	i	13	1
7	0.1	4	i	-11	-2
8	-0.7	-5	i	3	-7
9	2.5	2	i	3	4
10	1.7	-1	i	-7	3
11	0.3	-14	i	0	2
12	-2.6	-9	i	2	-6

New compounds follow
cpd	structure	STEP block	DNMT1 inh	Rpn11 inh	Scp1 inh	Rin1 Abl inh
13	CC1CCC2(CC1)NC(=O)N(CC(=O)N1CCOCC1)C2=O (stereo not drawn)	-1	-1	i	-4	-2
14	CCOC(=O)C1CCN(C(=O)CN(c2ccc(OC)cc2)S(=O)(=O)c2c(C)nn(C)c2C)CC1	-2	-2	i	10	-2
15	CC1=C(C(=O)OC(C)(C)C)C(c2cccs2)NC(=O)N1 (stereo not drawn)	-2	1	i	-5	0
16	CCCc1cc(=O)[nH]c(SCC(=O)N(C)Cc2ccccc2)n1	-2	3	i	-5	-3
17	Cc1ccc(OC(C)C(=O)Nc2ccc(Cl)cn2)c([N+](=O)[O-])n1 (stereo not drawn)	3	2	i	-5	2
18	CC1CCCCN1C(=O)c1cc(F)c(F)cc1Cl (stereo not drawn)	-2	-2	i	1	-5
19	O=C(CSc1nnc2c(n1)[nH]c1ccc(F)cc12)Nc1ccccc1F	-2	4	i	4	1
20	O=C1NCC(COc2cccc3ccccc23)O1 (stereo not drawn)	0	-5	i	-7	0
21	O=C(CNS(=O)(=O)c1ccc(Cl)c(C(F)(F)F)c1)NC1CCCCC1	-1	2	i	23	1
22	CN(C)S(=O)(=O)Oc1ccccc1C(=O)Nc1ccc(F)cc1	-3	6	i	-8	0
23	COc1ccc(OC)c(S(=O)(=O)NCC(c2ccc3c(c2)OCO3)N2CCOCC2)c1 (stereo not drawn)	-1	-1	i	4	0
24	COc1ccc(-c2ccc3c(c2)S(=O)(=O)c2cccc(C(=O)NCc4cccc(OC(F)(F)F)c4)c2C3=O)cc1OC	-11	3	i	-2	2

cpd	LMPTP block	NadD inh	Neddyl block	SUMO1 PPI mod	CSN inh
13	-1.1	2	i	7	-3
14	-1.3	3	i	2	-1
15	-0.9	1	i	-1	-10
16	-1.2	-8	i	1	1
17	-0.6	0	i	-24	4
18	-1.0	7	i	-1	2
19	-0.1	-3	i	-1	2
20	1.5	0	i	-5	-1
21	0.9	-2	i	4	-2
22	-0.2	0	i	-2	0
23	2.3	-8	i	4	1
24	0.8	14	i	-11	23

From no. 14 to 21, copied from above:
cpd	structure	STEP block	DNMT1 inh	Rpn11 inh	Scp1 inh	Rin1 Abl inh
14	CCOC(=O)C1CCN(C(=O)CN(c2ccc(OC)cc2)S(=O)(=O)c2c(C)nn(C)c2C)CC1	-2	-2	i	10	-2
15	CC1=C(C(=O)OC(C)(C)C)C(c2cccs2)NC(=O)N1 (stereo not drawn)	-2	1	i	-5	0
16	CCCc1cc(=O)[nH]c(SCC(=O)N(C)Cc2ccccc2)n1	-2	3	i	-5	-3
17	Cc1ccc(OC(C)C(=O)Nc2ccc(Cl)cn2)c([N+](=O)[O-])n1 (stereo not drawn)	3	2	i	-5	2
18	CC1CCCCN1C(=O)c1cc(F)c(F)cc1Cl (stereo not drawn)	-2	-2	i	1	-5
19	O=C(CSc1nnc2c(n1)[nH]c1ccc(F)cc12)Nc1ccccc1F	-2	4	i	4	1
20	O=C1NCC(COc2cccc3ccccc23)O1 (stereo not drawn)	0	-5	i	-7	0
21	O=C(CNS(=O)(=O)c1ccc(Cl)c(C(F)(F)F)c1)NC1CCCCC1	-1	2	i	23	1

cpd	LMPTP block	NadD inh	Neddyl block	SUMO1 PPI mod	CSN inh
14	-1.3	3	i	2	-1
15	-0.9	1	i	-1	-10
16	-1.2	-8	i	1	1
17	-0.6	0	i	-24	4
18	-1.0	7	i	-1	2
19	-0.1	-3	i	-1	2
20	1.5	0	i	-5	-1
21	0.9	-2	i	4	-2

(listing goes on)
cpd	structure	STEP block	DNMT1 inh	Rpn11 inh	Scp1 inh	Rin1 Abl inh
25	CCn1c(COc2ccccc2C)nnc1SCC(=O)Nc1ccc2c(c1)OCCO2	0	-3	i	0	-1
26	COc1ccc(CC(=O)OCC(=O)NC(=O)NC(C)C)cc1	-1	-1	i	-7	0
27	O=C(/C=C/c1ccccc1)Nc1cccc(C(=O)NCCCc2ccccc2)c1	1	-6	i	-8	3
28	CCn1c(C)nnc1SCC(=O)Nc1ccccc1Cl	0	3	i	-5	1
29	Cc1cc2ccccc2nc1SCC(=O)Nc1nc(-c2ccccc2)cs1	0	5	i	0	-6
30	O=C(Cn1cc(COc2c(Br)cc(F)cc2Br)nn1)c1ccc(O)cc1	0	38	i	-8	1
31	CCN(CC)C(=O)c1cccc(-c2csc(C(C)(O)c3cccc(OC)c3)n2)c1 (stereo not drawn)	3	-1	i	·	0
32	CC1Cc2ccccc2N1S(=O)(=O)c1cccc(C(=O)NCC(c2ccco2)N2CCCC2)c1 (stereo not drawn)	1	-5	i	-4	1
33	O=S(=O)(c1ccc(N2CCOCC2)nc1)N1CCOCC1	2	-2	i	-4	1
34	CCCn1c(SCC(=O)NC2CCC(C)CC2)n[nH]c1=O (stereo not drawn)	2	8	i	-9	1
35	CCOc1ccc(S(=O)(=O)NCCC(=O)NCC2COc3ccccc3O2)cc1 (stereo not drawn)	1	2	i	-11	0
36	Cc1ccc(Cl)cc1N1CCN(S(=O)(=O)c2ccc3[nH]c(=O)ccc3c2)CC1	4	36	i	10	-1

cpd	LMPTP block	NadD inh	Neddyl block	SUMO1 PPI mod	CSN inh
25	-0.5	2	i	0	-6
26	-2.2	-7	i	1	-1
27	3.4	-5	i	-1	-2
28	-1.8	7	i	2	1
29	0.7	9	i	3	2
30	0.6	4	i	10	-2
31	1.2	-4	i	2	-8
32	0.8	0	i	1	4
33	0.7	3	i	2	1
34	-1.7	-4	i	6	1
35	-1.2	-3	i	1	-7
36	0.8	9	i	1	2

Other structures:
cpd	structure	STEP block	DNMT1 inh	Rpn11 inh	Scp1 inh	Rin1 Abl inh
37	CCN(c1ccccc1)S(=O)(=O)c1ccc(OC)c(NC(=O)c2c(C)noc2C)c1	-1	3	i	-3	-3
38	O=C(Nc1ccccc1)C1=C[C@@H](c2coc3ccccc3c2=O)C[C@@H](OCCCCO)O1	1	-2	i	-4	0
39	O=C(CC(SCCO)c1ccc2c(c1)OCO2)c1ccco1 (stereo not drawn)	-2	1	i	7	0
40	Cc1c(NC(=O)COC(=O)C23CC4CC(CC(Br)(C4)C2)C3)c(=O)n(-c2ccccc2)n1C	-1	-1	i	-5	4
41	CSC1=NCCN1S(=O)(=O)c1ccc2ccccc2c1	-2	-1	i	-6	1
42	Cc1cc(C(=O)Nc2cccc(C(=O)O)c2)c(C)o1	-1	6	i	6	1
43	O=C(c1ccccc1F)N(Cc1cccnc1)Cc1cc2cc3c(cc2[nH]c1=O)OCCO3	0	-2	i	9	4
44	Cc1ccc(Nc2cc(C)nc3c(C)ccc([N+](=O)[O-])c23)cc1	-2	5	i	8	0
45	CC(=O)c1cccc(OCCCOc2cccc3cccnc23)c1	-1	-3	i	-6	-3
46	O=C(C1CCC1)N1CCC(c2nc3c(nnn3Cc3c(F)cccc3Cl)c(=O)[nH]2)CC1	1	-3	i	-5	-4
47	CC(C)CN(CC(C)C)C(=O)COn1nnc2ccc(S(=O)(=O)N3CCOCC3)cc21	0	0	i	-5	1
48	Cc1cccc(CNC(=O)c2sc(=O)n(Cc3ccccc3C)c2C)c1	1	0	i	·	4

cpd	LMPTP block	NadD inh	Neddyl block	SUMO1 PPI mod	CSN inh
37	0.2	3	i	-2	1
38	-0.8	1	i	0	-4
39	-2.6	-4	i	-10	3
40	-0.8	0	i	0	3
41	-0.5	-5	i	-3	-1
42	-1.1	2	i	0	0
43	-1.7	-2	·	2	-6
44	1.0	0	·	-13	2
45	-0.7	-3	i	-1	2
46	0.0	2	i	4	0
47	-1.3	-7	i	2	-2
48	1.6	-1	i	9	-5

New compounds follow
cpd	structure	STEP block	DNMT1 inh	Rpn11 inh	Scp1 inh	Rin1 Abl inh
49	Cc1nc2[nH]c(=S)[nH]c2c(=O)[nH]1	-2	0	i	-7	1
50	O=C(NCc1ccc(Cl)nc1)c1csc([C@@H]2C[C@H](O)[C@@H](CO)O2)n1	3	-2	i	·	1
51	O=[N+]([O-])c1ccccc1/C=C/C=N/n1c(-c2ccccc2)n[nH]c1=S	4	-1	i	3	-3
52	COc1ccccc1CC(=O)N1CCN(S(=O)(=O)c2ccccc2)CC1	3	0	i	-1	2
53	COc1cccc(CNC(=O)CSc2ccc(-c3cccs3)nn2)c1	-2	-7	i	-2	-6
54	C=CCn1c(N)c(C(=O)Nc2ccccc2)c2nc3ccccc3nc21	-2	-17	i	-10	-1
55	O=C1C(=O)N(CCS(=O)(=O)c2ccccc2)c2ccc(Cl)cc21	1	-9	i	0	2
56	CCCCC(=O)Nc1cc(OC)c(NC(=O)C2CCCCC2)cc1OC	-7	-12	i	-15	5

cpd	LMPTP block	NadD inh	Neddyl block	SUMO1 PPI mod	CSN inh
49	-0.7	1	i	3	1
50	-2.1	-2	i	-4	1
51	2.8	6	i	-20	-4
52	-1.2	6	i	0	1
53	-1.1	-6	i	-6	-1
54	2.8	-7	i	13	14
55	1.6	7	i	-11	-7
56	-1.2	0	i	0	3
